From PubChem BioAssay
S aureus QS inh: S. aureus quorum sensing inhibitors, primary screen, RNAIII-GFP reporter, flow cytometry; S. aureus RN6390 RNAIII-GFP reporter, AIP-induced, flow cytometry 3 h; inhibition, % at 2 µM; hit rate 0.3% among 24,000; AID 527, 2006;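 active = share of bacteria positive for the green fluorescent reporter and its mean brightness both inhibited by 50% or more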;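 note: 0% = AIP-stimulated control and 100% = unstimulated bacteria without AIP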
S aureus QS inh GFP MFI %: further read-out of S aureus QS inh, marked with its call; inhibition, %; measured here: inhibition of GFP MFI
* marks the source's active call; other numbers are inactive results. Some of the compounds tested; rates above refer to the full screens.

SMILES	S aureus QS inh	S aureus QS inh GFP MFI %
Cc1ccc(Cl)cc1N1CCN(C(=O)COc2ccc(S(=O)(=O)NC(C)C)cc2)CC1	-4	-25
CCn1c(C(=O)N2CCc3ccccc3C2)cc2sccc21	-10	-27
Cc1ccc(N(C(=O)C2CCCC2)C2C=CS(=O)(=O)C2)cc1C (centres undefined)	6	10
O=C(Nc1ccc2c(c1)OCO2)C(c1ccccc1)N1CCC2(CC1)OCCO2 (centres undefined)	-1	4
CCOC(=O)c1cn(CC(=O)Nc2ccc(CC)cc2)nn1	-2	-4
CC(C)(C)OC(=O)N1CCC(C(=O)N2CCOCC2)CC1	0	-10
COc1cccc(CNC(=O)C(CCSC)NS(=O)(=O)c2ccc3c(c2)oc(=O)n3C)c1 (centres undefined)	6	33
C/C(=C(\C#N)C(=O)NCCCN1CCOCC1)N(C)C	2	12
CCOC(=O)C1(C)NC(c2ccc(OC)c(OC)c2)C2C(=O)N(CC)C(=O)C21 (centres undefined)	3	7
Cc1ccc(C)c(OCCCC(C)(C)C(=O)O)c1	1	3
CC(C)(C)n1ncc2c(=O)n(CC(=O)Nc3ccc4c(c3)OCO4)cnc21	-4	-31
O=P(O)(O)c1ccccc1OCCOCCOc1ccccc1P(=O)(O)O	-10	-27
CCN(CC)CCNC(=O)C1CCC(=O)N1CCc1ccccc1 (centres undefined)	3	11
CCCCSc1nc2c(cnn2-c2ccc(F)cc2)c(=O)[nH]1	1	5
O=C(O)CCC(=O)N1CCc2cc(S(=O)(=O)N3CCCCC3)ccc21	0	-26

Three entries out of the list, ordered by length of the SMILES, ascending.
SMILES	S aureus QS inh	S aureus QS inh GFP MFI %
CCn1c(C(=O)N2CCc3ccccc3C2)cc2sccc21	-10	-27
CC(C)(C)OC(=O)N1CCC(C(=O)N2CCOCC2)CC1	0	-10
CC(C)(C)n1ncc2c(=O)n(CC(=O)Nc3ccc4c(c3)OCO4)cnc21	-4	-31

Following part:
SMILES	S aureus QS inh	S aureus QS inh GFP MFI %
O=C(Cn1nnc(-c2ccc(CN3CCOCC3)cc2)n1)NC1CCCCC1	0	6
CCC(C)c1ccc(NC(=O)C2CC2)cc1 (centres undefined)	-1	1
CCCNC(=O)Cn1cnc2sc(C(=O)N3CCCC(C(=O)OCC)C3)c(C)c2c1=O (centres undefined)	-4	-38
Cc1ccc(C2C3=C(CCCC3=O)Nc3nc(SCC(=O)NCc4ccco4)[nH]c(=O)c32)cc1 (centres undefined)	-8	-20
O=C(Nc1ccccc1C(=O)N1CCOCC1)C1CCC(=O)N1C1CCCC1 (centres undefined)	1	6
CCn1cc(C(=O)NCc2ccccn2)c(=O)c2cc(S(=O)(=O)N3CCCCC3)ccc21	2	2
COc1ccc(Cc2nc(-c3ccc(-n4cccc4)cc3)no2)cc1	-3	-8
CS(=O)(=O)N1CCCC(C(=O)NCCCN2CCOCC2)C1 (centres undefined)	8	18
COc1ccc(CCNC(=O)C2CCN(Cc3nc(-c4ccccc4C)oc3C)CC2)cc1OC	-3	-14
CCOC(=O)Cc1nnc2c(Nc3ccc(C)cc3)nc3nonc3n12	0	5
CCc1nnc(NC(=O)CSc2nnc(-c3ccoc3C)n2CC(C)C)s1	-14	-47
COC(=O)CNS(=O)(=O)c1ccc(Cc2ccc(S(=O)(=O)NCC(=O)OC)cc2)cc1	-9	-17
CCOC(=O)N1CCN(C(=O)CSc2nnc(CNC(=O)c3c(F)cccc3Cl)o2)CC1	-3	-1
CCOC(=O)N1CCN(S(=O)(=O)c2cc(Br)cc3c2N(C(=O)CC)CC3)CC1	-8	-32
COc1ccc(CCNC(=O)c2cc(C(C)C)on2)cc1OC	-4	-4
O=C(CCNS(=O)(=O)c1cccc2nsnc12)N1CCc2ccccc21	-7	-11
Cc1ccccc1-c1nc(CS(=O)(=O)CC(=O)NCCCN2CCCC2)c(C)o1	0	2
Cn1c(=O)c2c(nc(SCC(=O)O)n2Cc2cccc(C(F)(F)F)c2)n(C)c1=O	2	11
COc1ccc(C2C(C(=O)NC(C)C)c3ccccc3C(=O)N2C)cc1OC (centres undefined)	4	11
CC1=C(C(N)=O)C(c2cccnc2)n2nc(SCc3ccccc3Cl)nc2N1 (centres undefined)	-2	-2
Cn1ccnc1SCC(=O)Nc1ccc2ccccc2c1	0	-1
COc1ccc(Cn2nnnc2C(c2ccccc2OC)N2CCC(C(N)=O)CC2)cc1 (centres undefined)	0	8
O=C(NCc1ccc(F)cc1)C1CCC(=O)N1CCc1ccccc1 (centres undefined)	-3	-14
Cc1nc(SCC(=O)Nc2ccccc2C(F)(F)F)c2c(=O)n(C)c(=O)n(C)c2n1	0	-20
O=C(NCc1cccnc1)C1c2ccccc2C(=O)N1C1CCCCCC1 (centres undefined)	-9	-10
COc1ccc(C(O)C(CC(=O)NCCCOC(C)C)C(=O)NCCCOC(C)C)cc1OC (centres undefined)	-1	-31
Cc1cc(Nc2ccc(C(C)C)cc2)n2ncnc2n1	4	3
COc1ccc(C(=O)N2CCN(c3ccc(C)c(C)c3)CC2)cc1OC	-3	-43
CCN(CCCNC(=O)c1ccc(N2CCCC2=O)cc1)c1cccc(C)c1	3	13
CC(=O)N1CCc2cc(Br)cc(S(=O)(=O)NCCCN3CCCC(C)C3)c21 (centres undefined)	-3	4
COc1ccc(CCNC(=O)CCS(=O)(=O)c2cccc3nsnc23)cc1OC	-3	-30
Cc1ccc2c(c1)N(CCC(=O)NCC1CCCO1)C(=O)CO2 (centres undefined)	2	2
Cc1ccc(OC(=O)CCC(=O)OCCCC(F)(F)C(F)(F)F)cc1	-2	9
COc1ccc2c(c1)c(CC(=O)OCC(=O)O)c(C)n2C(=O)c1ccc(Cl)cc1	-6	-28
CN(C)c1cccc(N=C2C=C(N3CCOCC3)CC(C)(C)C2)c1	-1	-10
CCN(CC)c1ccc(-c2nn3c(-c4cccnc4)nnc3s2)cc1	0	-16
c1ccc(Nc2ccccc2Nc2ccccn2)nc1	-2	-18
NC(=O)c1ccsc1NC(=O)COC(=O)Cc1ccsc1	-1	-7
COC(=O)c1cc(O)c(OCc2ccccc2)c(O)c1	-5	-39
CC1CCN(c2nc(-c3ccccc3)c(C#N)c(=O)[nH]2)CC1	3	22
COc1ccc(S(=O)(=O)N(C)C2CCN(C)CC2)cc1	-1	4
CC(C(=O)NCc1ccco1)n1nc(-c2ccccc2)c2cc(Cl)ccc21 (centres undefined)	27	34
CC(C)CCCNc1nc(N2CCOCC2)nc(N2CCOCC2)n1	1	6
CC1CCN(CCCNC(=O)CN2CCN(Cc3ccc(Cl)cc3)C2=O)CC1	-3	-8
O=S(=O)(c1ccc2ccccc2c1)N1CCCCC1	1	13
O=C(NCCCNC1CCCCC1)c1ccc(/C=N/O)nc1	-1	2
Cc1ccccc1C(=O)Nc1c(C(=O)N2CCCC2)cnn1-c1ccccc1	1	9
CC(=O)NCCc1csc(-c2ccccc2)n1	0	14
CCOc1nc(C#N)nc(N2CCCCC2)n1	0	-3
OC1C=CSc2nc3ccccc3n21 (centres undefined)	-2	-4
COc1cc2c(cc1OC)C(C(=O)N1CCOCC1)C(c1cccs1)N(C)C2=O (centres undefined)	-3	-5
Cc1cccc(NC(=O)C2CCN(S(=O)(=O)c3cccs3)CC2)n1	-1	10
COc1ccc(C)cc1NC(=O)C1CCCN1S(=O)(=O)c1ccc2c(c1)CCC(=O)N2 (centres undefined)	-2	-5
COc1cc(C(=O)Oc2c(CN3CCOCC3)cc(Cl)c3cccnc23)cc(OC)c1OC	-1	-11
O=C(Nc1ccccc1C(=O)N1CCOCC1)c1ccncc1	0	-3
COCCn1c(COc2ccc(Cl)cc2)nnc1SCC(N)=O	0	0
CCN(CC)S(=O)(=O)c1ccc2c(c1)c(=O)c(C(=O)NCCOC)cn2C	-3	-4
COc1cccc(NC(=O)n2nc(N)cc2-c2ccc(Cl)cc2)c1	-3	-6
Cc1[nH]c2ccc(F)cc2c(=O)c1SC(F)(F)C(F)F	-2	-46
O=C(NC1CCCCC1)c1ccc(Cn2cc(Br)cn2)o1	3	6

Other structures.
SMILES	S aureus QS inh	S aureus QS inh GFP MFI %
CN(C(=O)c1ccncc1)C1CC(C)(C)N(O)C(C)(C)C1	-2	-19
Cc1occc1C(=O)Nc1nn[nH]n1	-2	-22
Cn1c(Cn2c(=O)sc3ccccc32)nnc1SCC(=O)Nc1cccc(F)c1	0	-15
Cc1coc(NC(=O)CSc2nc(-c3ccncc3)cc(C(F)(F)F)c2C#N)n1	0	7
Cn1c(Cn2c(=O)sc3ccccc32)nnc1SCC(=O)Nc1cccc(Cl)c1	0	-8
COc1cccc(C(=O)n2cnnc2N)c1OC	-1	-1
CCCCNC(=O)c1c[nH]c2ccc(S(=O)(=O)Nc3ccc(OCC)cc3)cc2c1=O	-3	-9
O=C(NCc1ccccn1)C1CCN(S(=O)(=O)N2CCCCC2)CC1	1	8
Cn1c(=O)cc(OCCCC(=O)Nc2ccc3c(c2)OCCO3)c2ccccc21	-2	10
Cc1cc(C)c(NC2=NCC(=O)N2C2CCCCC2)c(C)c1	0	-8
CC(=O)N1CCc2cc(S(=O)(=O)NCCC(=O)Nc3ccc4c(c3)OCCO4)ccc21	-6	-18
O=C(Cn1cnc2c(cnn2-c2ccc(Cl)cc2)c1=O)NCCc1ccccc1	0	-4
CCn1c(=S)ccc2ccc(OC)cc21	-1	5
COc1ccccc1-c1ccc(C(=O)O)o1	-5	-7
Cc1cc2c(s1)c1cnn(CC(=O)NCCc3ccccc3)c(=O)c1n2C	0	10
Cc1n[nH]c(C)c1CCc1nc2c3ccccc3nc(SCC(N)=O)n2n1	-4	-17
Cc1ccc(C2CC(c3ccccc3OC(F)F)Nc3ncnn32)cc1 (centres undefined)	-2	-2
CC(=O)c1cccc(NC(=O)NCc2ccco2)c1	-1	-4
CCn1cc(C(=O)NCCCN2CCC(C)CC2)c(=O)c2cc(S(=O)(=O)N3CCCC3)ccc21	6	19
COc1ccccc1NC(=O)C1=C(C)Nc2nc(-c3ccc(N(C)C)cc3)nn2C1c1ccncc1 (centres undefined)	1	-17
COC(=O)c1oc2ccc(Br)cc2c1NC(C)=O	-2	-14
CC(C)(C)OC(=O)N1CCCC1C(=O)N1CCCC1C(=O)N1CCCC1C(=O)O (centres undefined)	8	14
O=C1c2ccccc2C(Nc2cccnc2)N1Cc1ccc2c(c1)OCO2 (centres undefined)	-4	-16
Cc1c(NC(=O)CSc2nnc3sc4ccccc4n23)c(=O)n(-c2ccccc2)n1C	-2	-3
c1ccc(-c2nnc3sc(-c4csc5c4CCCC5)nn23)cc1	-5	-24
CC(=O)N1CCCc2cc(S(=O)(=O)NC(C(=O)NC(C)c3ccccc3)C(C)C)ccc21 (centres undefined)	0	-40
CCC(C)N1C(=O)C2C(C(=O)Nc3cccc(OC)c3)C3C=CC2(O3)C1C(=O)NC1CCCCC1C (centres undefined)	1	3
COc1ccc(CN2C(=O)C(O)(CC(=O)c3c(C)n[nH]c3C)c3ccccc32)cc1OC (centres undefined)	3	16
COc1ccc(S(=O)(=O)N[C@@H](CC(C)C)C(=O)O)cc1	0	2
CCOc1ccc(NC(=O)C2CSC(c3ccncc3)=N2)cc1 (centres undefined)	-1	-17
Clc1ccc(C2=CSC3=NCCN23)cc1Cl	-5	-10
O=C(OCc1nc2ccccc2s1)c1ccc(Br)s1	0	15
COC(=O)c1ccccc1NC(=O)c1cncc(Br)c1	3	8
COc1cccc(S(=O)(=O)Nc2cccnc2)c1	0	7
O=C(O)CCC(=O)N1CCc2cc(S(=O)(=O)NC3CCCc4ccccc43)ccc21 (centres undefined)	-3	-3
CC(=O)c1cccc(NC2c3ncccc3C(=O)N2Cc2ccco2)c1 (centres undefined)	1	0
CN(CCC#N)S(=O)(=O)c1ccc2c(c1)c(=O)n(C)c(=O)n2C	4	14
CCN1CCN(c2nc3c(C)cccn3c(=O)c2/C=C(\C#N)S(=O)(=O)c2ccccc2)CC1	7	16
c1ccc2[nH]c(CSc3nnc(-c4ccncc4)o3)nc2c1	1	13
CCOc1cc2[nH]c(=O)n(CCCC(=O)NCc3ccco3)c(=O)c2cc1OCC	-4	-17

In the list so far, these have an aryl thioether with sulfur outside any ring.
SMILES	S aureus QS inh	S aureus QS inh GFP MFI %
CCCCSc1nc2c(cnn2-c2ccc(F)cc2)c(=O)[nH]1	1	5
Cc1ccc(C2C3=C(CCCC3=O)Nc3nc(SCC(=O)NCc4ccco4)[nH]c(=O)c32)cc1 (centres undefined)	-8	-20
CCc1nnc(NC(=O)CSc2nnc(-c3ccoc3C)n2CC(C)C)s1	-14	-47
CCOC(=O)N1CCN(C(=O)CSc2nnc(CNC(=O)c3c(F)cccc3Cl)o2)CC1	-3	-1
Cn1c(=O)c2c(nc(SCC(=O)O)n2Cc2cccc(C(F)(F)F)c2)n(C)c1=O	2	11
CC1=C(C(N)=O)C(c2cccnc2)n2nc(SCc3ccccc3Cl)nc2N1 (centres undefined)	-2	-2
Cn1ccnc1SCC(=O)Nc1ccc2ccccc2c1	0	-1
Cc1nc(SCC(=O)Nc2ccccc2C(F)(F)F)c2c(=O)n(C)c(=O)n(C)c2n1	0	-20
COCCn1c(COc2ccc(Cl)cc2)nnc1SCC(N)=O	0	0
Cc1[nH]c2ccc(F)cc2c(=O)c1SC(F)(F)C(F)F	-2	-46
Cn1c(Cn2c(=O)sc3ccccc32)nnc1SCC(=O)Nc1cccc(F)c1	0	-15
Cc1coc(NC(=O)CSc2nc(-c3ccncc3)cc(C(F)(F)F)c2C#N)n1	0	7
Cn1c(Cn2c(=O)sc3ccccc32)nnc1SCC(=O)Nc1cccc(Cl)c1	0	-8
Cc1n[nH]c(C)c1CCc1nc2c3ccccc3nc(SCC(N)=O)n2n1	-4	-17
Cc1c(NC(=O)CSc2nnc3sc4ccccc4n23)c(=O)n(-c2ccccc2)n1C	-2	-3
c1ccc2[nH]c(CSc3nnc(-c4ccncc4)o3)nc2c1	1	13
